hcGAS inh – inhibitors of human cGAS | recombinant h-cGAS, ATP depletion, Kinase-Glo luminescence | inhibition, % at 12.5 µM | actives 0.081% (n = 290,000) | AID 1259398;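 also: 0% = vehicle reaction and 100% = reaction without DNA for no activity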
Target sequence (Q8N884 whole entry, looked up): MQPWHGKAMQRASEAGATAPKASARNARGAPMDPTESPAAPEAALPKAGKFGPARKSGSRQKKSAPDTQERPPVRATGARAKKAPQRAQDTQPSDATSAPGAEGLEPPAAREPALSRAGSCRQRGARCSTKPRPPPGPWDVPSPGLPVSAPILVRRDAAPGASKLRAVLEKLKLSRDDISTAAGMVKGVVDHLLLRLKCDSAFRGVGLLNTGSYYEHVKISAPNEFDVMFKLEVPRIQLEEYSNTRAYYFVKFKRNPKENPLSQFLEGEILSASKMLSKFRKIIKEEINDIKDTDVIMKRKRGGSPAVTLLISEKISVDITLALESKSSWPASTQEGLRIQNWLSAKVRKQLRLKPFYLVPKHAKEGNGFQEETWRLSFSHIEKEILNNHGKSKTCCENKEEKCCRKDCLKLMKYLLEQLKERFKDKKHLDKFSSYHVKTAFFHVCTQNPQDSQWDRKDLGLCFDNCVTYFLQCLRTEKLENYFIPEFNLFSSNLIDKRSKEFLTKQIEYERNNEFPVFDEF
NPYLR7 agonist – activates Aedes aegypti NPYLR7 receptor | HEK293T NPYLR7/Galpha15, GCaMP6s calcium fluorescence | activation, % at 10 µM | actives 0.15% (n = 270,000); in the data active = activation above about 40%;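 also: 0% = vehicle and 100% = reference agonist at the receptor; some compounds past the cut are filed as inactive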
mcGAS lum – inhibitors of mouse cGAS; Q8C6L5; inhibition, % at 12.5 µM; recombinant cGAS, Kinase-Glo ATP depletion luminescence; actives 0.15% (n = 160,000);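 also: 0% = negative control wells and 100% = reference inhibitor with no enzyme activity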
Numbers without * were called inactive; . = no result given; & = joins results of further samples. Rule as the data show it, unless noted: active = inhibition above about 40%; inactive = the rest.

nr | Molecule | hcGAS inh | NPYLR7 agonist | mcGAS lum
1 | CN(Cc1cccnc1)C(=O)c1ccc2oc(CCc3ccccc3)nc2c1 | -4 | 5 | .
2 | O=C(CCNS(=O)(=O)c1ccc2ccccc2c1)N1CCCCCC1 | -6 | 10 | -9
3 | CN(C)CC1(O)CCCN(CCCOc2ccc(F)cc2)CC1 (centres undefined) | -9 | 6 | .
4 | CCOC(=O)c1[nH]c(C)c(C)c1C | 8 | 1 | .
5 | C=CCNC(=O)c1ccccc1N1CCC(NC(=O)c2ccc(F)cc2)CC1 | -3 | 1 | 0
6 | O=C(c1cnccn1)N1CCOC(COc2ccc3c(c2)CCCC3)C1 (centres undefined) | -9 | 18 | .
7 | Cn1ccn2ncc(C(=O)NCC3OCCc4ccccc43)c12 (centres undefined) | -3 | -2 | -18
8 | CCCn1c(SC(C)C(N)=O)nc2ccc(C(F)(F)F)cc21 (centres undefined) | -6 | 1 | .
9 | O=C(CCN1C(=O)S/C(=C/c2ccccc2)C1=O)NNC(=O)c1ccncc1 | 6 | -5 | 2
10 | CCc1nc2c(OCC(=O)c3ccc(F)cc3)cccn2c1N(C)C(C)=O | 3 | -12 | 1
11 | COc1cc(C2Nc3ccccc3C(=O)N2Cc2ccc(C)cc2)ccc1OCC(N)=O (centres undefined) | -5 | 0 | -8
12 | O=C(Nc1cccc(Oc2ccccc2)c1)c1cccnc1Oc1ccc(Cl)cc1 | -7 | 21 | -4
13 | Cc1ccc(-n2nnc3c(SCC(=O)N4CCOCC4)ncnc32)cc1 | -3 | 12 | -4
14 | O=S(=O)(c1ccc(S(=O)(=O)N2CCCC2c2cccs2)cc1)N1CCOCC1 (centres undefined) | -4 | -1 | -4
15 | CC(C)N1C(=O)c2ccccc2[C@@H](C(=O)N(C)CCc2ccccn2)[C@@H]1c1ccccc1 | -5 | -8 | .
16 | CS(=O)(=O)NCC1CCCN(C(=O)c2ccc3c(c2)CCCC3)C1 (centres undefined) | -7 | 3 | .
17 | Fc1ccc2nc(Nc3nnc(-c4ccccc4)o3)sc2c1 | -4 | -7 | -3
18 | CCNC(=O)N1CCC(Cc2cccc(C(=O)O)c2)C1 (centres undefined) | -3 | 2 | -10
19 | CN(C)c1cccc(CNc2nccc3[nH]c(-c4ccco4)nc23)c1 | -6 | 3 | -8
20 | COc1ccc2c(c1)CNC(c1ccccc1)C2 (centres undefined) | -7 | 0 | -18
21 | O=C(CCc1cn2ccccc2n1)NCCc1nc2c(s1)CCC2 | -8 | 19 | -13
22 | O=C(Nc1ccc(S(=O)(=O)Nc2ccccn2)cc1)c1cccnc1Nc1cc(Cl)cc(Cl)c1 | -8 | -7 | .
23 | O=C(Cc1ccccc1)NC1CCN(c2ccccc2C(=O)NCc2cccnc2)CC1 | -6 | 24 | -6
24 | Cc1ccc(C(=O)OCC(=O)c2ccc(Br)s2)o1 | -1 | 1 | .
25 | C=CCc1n[nH]c(Cc2ccccc2)n1 | -7 | 1 | .
26 | O=c1ccc(-c2ccc(Cl)cc2)nn1CCCNS(=O)(=O)Cc1ccccc1 | -2 | 3 | .
27 | CCOC1(C)C(=O)c2ccccc2N1Nc1ccccc1C(=O)CC (centres undefined) | -21 | 2 | -7
28 | NC(=O)C1CCN(C(=O)CCC2CCCC2)CC1 | 3 | 2 | .
29 | COc1cccc(CSc2nnc(CNC(=O)c3cccc(Br)c3)n2-c2ccc(C)cc2)c1 | -3 | 22 | -4
30 | c1ccc(-c2nnc(CSc3nnc4ccccn34)o2)cc1 | -6 | 0 | .

Other records follow:
nr | Molecule | hcGAS inh | NPYLR7 agonist | mcGAS lum
31 | CC(C)N(C)S(=O)(=O)c1ccc(CNC(=O)c2ccc[nH]c2=S)cc1 | -2 | 6 | .
32 | COc1cccc(C2CCCCN2Cc2nc(Cc3ccccc3F)no2)c1 (centres undefined) | 7 | 6 | .
33 | COc1ccc(/C=C2N=C(/C=C/c3ccc(C)cc3)OC\2=O)c(OC)c1 | -6 | 0 | .
34 | O=S(=O)(Nc1cccc2ccccc12)c1ccccc1F | 0 | 4 | -2
35 | COc1ccc(/C=C/C(=O)N2CCC3(CC2)CC3C(=O)N(C)Cc2nonc2C)cc1 (centres undefined) | 1 | -4 | -4
36 | Cc1noc(C)c1C(=O)OCC(=O)N1CCC(C(N)=O)CC1 | -9 | -3 | .
37 | O=C(NC1=NCCS1)c1cccc(OCc2cscn2)c1 | -7 | -3 | -5
38 | CCN(CC)C(=O)Oc1ccc2c(ccn2Cc2ccccc2Br)c1-c1cc(C)cc(C)c1 | -1 | 2 | -4
39 | CSc1ccccc1NC(=O)C1CCCN(c2ccc(-c3ccco3)nn2)C1 (centres undefined) | -3 | -9 | -6
40 | Cc1ccoc1C(=O)Nc1nc(CN2CC(C)OC(C)C2)cs1 (centres undefined) | -13 | 9 | .
41 | CCCCC(CC)C(=O)Nc1ccc(-c2cccc(-c3ccc(OC)cc3)n2)cc1 (centres undefined) | 1 | 0 | -4
42 | CCC(C)(C)NC(=O)c1ccc(-n2nc(-c3cccc(Cl)c3)cc2N)cc1 | -8 | -15 | -3
43 | CC(C)OCCCNC(CC(=O)Nc1cc(Cl)ccc1Cl)C(=O)O (centres undefined) | -7 | -1 | -9
44 | C=Cc1ccc(Cn2c(C)c(C(=O)Nc3ccc(OC)c(OC)c3)sc2=O)cc1 | 0 | -6 | .
45 | COCCCn1cc(C(=O)N2CCN(CCOC)CC2)c2nn(-c3ccccc3)c(=O)c-2c1 | -7 | -4 | -11
46 | COc1cc(Cl)cc(C(=O)N2CC[C@@H](N)[C@@H](OC)C2)c1 | -1 | 6 | 0
47 | COC(=O)c1ccc(Cn2cnc3c(nnn3C)c2=O)cc1 | -6 | 2 | .
48 | O=C(CCN1CCCC(O)C1)NC(=O)NCc1ccccc1 (centres undefined) | -2 | 4 | .
49 | Cc1c(C(=O)Nc2ccccc2)cc(C#N)c2[n+]1C(CBr)CS2 (centres undefined) | -6 | -4 | -4
50 | CCc1ccc(CN(Cc2cccnc2)C(=O)NCc2ccccn2)cc1 | -6 | 5 | .
51 | O=C(O)c1ccccc1Nc1cccc(OCc2ccc3ccccc3n2)c1 | 11 | 4 | -3
52 | C=CCC(O)(CC=C)c1ccc(CN(CCCOC)Cc2cccc(F)c2)o1 | 4 | -5 | 2
53 | Cc1ccc(CC(=O)NCc2cc(Cl)c3c(c2)OCCO3)s1 | -2&-4 | -22&-1 | .
54 | COc1ccc(C)cc1/C=C/C(=O)NCC(c1ccccc1Cl)N(C)C (centres undefined) | -6 | 4 | -12
55 | CCCCOC(=O)C1=C(C)NC2=C(C(=O)CCC2)C1c1ccc(Cl)cc1 (centres undefined) | -5 | -1 | -5
56 | COc1cc(OC)cc(C2SCCN2C(=O)Nc2cccc(Cl)c2)c1 (centres undefined) | -11 | -1 | -5
57 | N#CC(C(=O)c1cccc(NC(=O)C2CC2)c1)c1ccc(C(F)(F)F)cn1 (centres undefined) | -3 | 5 | .
58 | CNC(=O)[C@@H]1C[C@H](N)CN1C(=O)c1oc(COc2ccccc2)cc1C | -5 | 17 | .
59 | C=CCN1C(=O)C(=Cc2c(N3CCC(C)CC3)nc3ccc(C)cn3c2=O)SC1=S | -4 | 5 | -3
60 | CCc1nn2c(N3CCN(CC#N)CC3)cc(C)nc2c1-c1ccccc1 | -6 | 1 | -5

Structures listed so far that contain a furan ring, fused or not, in the order listed:
nr | Molecule | hcGAS inh | NPYLR7 agonist | mcGAS lum
19 | CN(C)c1cccc(CNc2nccc3[nH]c(-c4ccco4)nc23)c1 | -6 | 3 | -8
24 | Cc1ccc(C(=O)OCC(=O)c2ccc(Br)s2)o1 | -1 | 1 | .
39 | CSc1ccccc1NC(=O)C1CCCN(c2ccc(-c3ccco3)nn2)C1 (centres undefined) | -3 | -9 | -6
40 | Cc1ccoc1C(=O)Nc1nc(CN2CC(C)OC(C)C2)cs1 (centres undefined) | -13 | 9 | .
52 | C=CCC(O)(CC=C)c1ccc(CN(CCCOC)Cc2cccc(F)c2)o1 | 4 | -5 | 2
58 | CNC(=O)[C@@H]1C[C@H](N)CN1C(=O)c1oc(COc2ccccc2)cc1C | -5 | 17 | .

More records follow:
nr | Molecule | hcGAS inh | NPYLR7 agonist | mcGAS lum
61 | C=CCOC(CN1CCN(C(=O)CCC(=O)OCC)CC1)c1cccc(OC)c1 (centres undefined) | -6 | . | -6
62 | CC1CCCC(C)N1C(=O)Cn1cnc2sc3c(c2c1=O)CCC3 (centres undefined) | -5 | 0 | .
63 | CCCCc1ccc(S(=O)(=O)Nc2ccc(OC)cc2C(=O)NCc2ccccc2)cc1 | -3 | 5 | -6
64 | COC(=O)[C@H]1C[C@@H](O)CCN1C(=O)c1nn(C)c2ccc(C)cc12 | -5 | -8 | -8
65 | O=C(Nc1cccc(Oc2ccccc2)c1)C1CC=CCC1C(=O)N1CCN(c2ccccn2)CC1 (centres undefined) | -2 | -12 | -2
66 | CC(=O)O[C@@H](C)C(=O)N1CCN(Cc2cc(=O)c(OCc3ccccc3Cl)co2)CC1 | -11 | 21 | -8
67 | CN(CC1CCOC1)CC1(CO)CCOCC1 (centres undefined) | -14 | . | -1
68 | CS(=O)(=O)N1CCCC1C(=O)Nc1nnc(-c2cc3ccccc3o2)o1 (centres undefined) | 1 | 0 | .
69 | O=C(c1ccco1)N(CCCn1ccnc1)c1nc2ccc(Cl)cc2s1 | -3 | -9 | -1
70 | Cc1ccc(OC(C)C(=O)NC2CCC(C)CC2)cc1 (centres undefined) | -5 | 0 | .
71 | C=CCCC(O)(CCC=C)c1ccc(CN(CCOC)Cc2ccccc2C)o1 | -6 | 1 | -6
72 | Cc1ccccc1Oc1cc(N2CCN(C(=O)C3CCC3)C(C)C2)ncn1 (centres undefined) | -6 | -9 | -6
73 | COc1cc(F)c(S(=O)(=O)N(C)c2cnn(C)c2)cc1OC | 0 | 1 | .
74 | COc1ccc(-c2ncc(CN3CCN(CCC(C)C)C(CCO)C3)cn2)cc1 (centres undefined) | -3 | -1 | .
75 | O=C(NC1CCN(c2ccccc2C(=O)N2CCN(C3CCCCCC3)CC2)CC1)c1cccc(Cl)c1 | 2 | 7 | -3
76 | CN(C)CCN(C(=O)c1cccc(N2C(=O)CCC2=O)c1)c1nc2ccc(Cl)cc2s1 | -6 | -3 | -7
77 | CCC(C)N(Cc1ccsc1)C(=O)c1ccc2c(c1)OCC(=O)N2 (centres undefined) | -5 | 2 | -17
78 | COc1ccc(-c2cc(NC(=O)C3CC3)ccc2OC)cc1 | -7 | 4 | .
79 | CC(=O)CN1C(=O)CC(C)N(C(C)=O)c2ccccc21 (centres undefined) | -3 | 0 | .
80 | CC1Oc2ccc(C#N)cc2N(Cc2ccc(F)c(Cl)c2)C1=O (centres undefined) | -2 | 7 | .
81 | Cc1ccc(C(=O)N2CCC(C(=O)NC(C)C(C)C)CC2)c(O)c1 (centres undefined) | -6 | 6 | -12
82 | COc1ccc(NC(=O)c2sc(=O)n(Cc3cc(Cl)ccc3OC)c2C)cc1 | -4 | 14 | .
83 | CC(C)(C)c1csc(NC(=O)CN2C[C@H](O)[C@@H](N3CCOCC3)C2)n1 | 3 | . | 0
84 | O=C(Cc1cccs1)NC1CCN(c2ccccc2C(=O)N2CCOCC2)CC1 | -4 | 15 | -5
85 | COCC(=O)Nc1ccc(N(C)C)c(CN(C(=O)c2ccco2)C(C)C(C)C)c1 (centres undefined) | 3 | . | -4
86 | CCNC(=O)N1CCN2C[C@@H](C(=O)OCC)[C@H](c3ccccc3)[C@H]2C1 | 1 | 6 | -9
87 | CN(Cc1ccn[nH]1)C(=O)c1coc(COc2cccc(F)c2F)n1 | -9 | 6 | .
88 | COc1ccc(-c2cccc(-n3cncc3C(=O)NCc3cccc(I)c3)c2)cc1OC | 2 | 10 | -4
89 | O=C(Nc1cccc(-c2cn3cccnc3n2)c1)c1ccc(C(F)(F)F)cc1 | 0 | 10 | .
90 | CN1CC2(CCN(C(=O)c3ccc(OC(F)F)cc3)CC2)CC1C(=O)O (centres undefined) | 0 | 1 | -1

By substructure: the entries above with a CF3 group
nr | Molecule | hcGAS inh | NPYLR7 agonist | mcGAS lum
8 | CCCn1c(SC(C)C(N)=O)nc2ccc(C(F)(F)F)cc21 (centres undefined) | -6 | 1 | .
57 | N#CC(C(=O)c1cccc(NC(=O)C2CC2)c1)c1ccc(C(F)(F)F)cn1 (centres undefined) | -3 | 5 | .
89 | O=C(Nc1cccc(-c2cn3cccnc3n2)c1)c1ccc(C(F)(F)F)cc1 | 0 | 10 | .

Next section
nr | Molecule | hcGAS inh | NPYLR7 agonist | mcGAS lum
91 | CCOC(=O)c1cc(C(C)(C)C)n(C2CCN(S(=O)(=O)c3ccccc3C)CC2)n1 | -4 | 4 | -5
92 | C=CCCC(O)CN(CCC)Cc1c(-c2ccccc2)noc1N1CCCC1 (centres undefined) | -8 | 3 | -6
93 | COc1cc(C)ccc1Oc1cc(N2CCN(C(=O)Cc3ccc(F)cc3)C(C)C2)ncn1 (centres undefined) | -4 | 12 | -5
94 | CCC(=O)Nc1sc2c(c1C(=O)Nc1ccc(Cl)cc1)CCC(C)C2 (centres undefined) | -11 | 1 | -2
95 | CCOC(=O)Cn1c(CN2CCOCC2)nc2c1c(=O)[nH]c(=O)n2C | -9 | 0 | .
96 | O=C(CN1CCN(CC2CCCO2)CC1)NCCc1ccc(Cl)cc1 (centres undefined) | -4 | 1 | .
97 | COc1cccc(Cn2c(=O)c(C(=O)O)nn(-c3cccc(Cl)c3)c2=O)c1 | 5 | 32 | .
98 | COCCNC(=O)Cn1c(CO)cnc1SCC(=O)Nc1ccc(C(F)(F)F)cc1 | -4 | 6 | .
99 | CCOC(=O)C1(CCCc2ccccc2)CCCN(C(=O)c2n[nH]c3c2CCC3)C1 (centres undefined) | -2 | . | -7

An excerpt from above, showing only mcGAS lum:
#	Compound	mcGAS lum
93	COc1cc(C)ccc1Oc1cc(N2CCN(C(=O)Cc3ccc(F)cc3)C(C)C2)ncn1 (centres undefined)	-5
94	CCC(=O)Nc1sc2c(c1C(=O)Nc1ccc(Cl)cc1)CCC(C)C2 (centres undefined)	-2
